Bioassay records deposited in PubChem BioAssay by National Center for Advancing Translational Sciences (NCATS).
Rab9 promoter act: activates the Rab9 promoter. 320,000 compounds, 2.8% hits. Potency, µM (series often up to 9.22 µM), for inactives: at the highest dose activation, negative = inhibition, actives largely listed as activators. Huh7 Rab9 promoter-luciferase reporter, luminescence, 24 h. AID 485297; also: potency is read from the fitted curve at half-maximal effect; % of control where 0% means no effect; nearly all actives have a fitted effect of over 60% in size
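Luminescence from Amplite-detected luciferase (10 minutes, ambient) reports Rab9 promoter activation. Before that, stable Rab9-luciferase Huh7 cells (1500/well, reduced-serum OP-MEM I plus 10% FBS) were exposed to compound for 24 hours at 37C.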
Menin MLL FP TR: menin-MLL binding inhibition, Texas Red mutant peptide. O00255. Menin + Texas Red MLL mutant peptide, fluorescence polarization. 270,000 compounds, 0.23% hits. Potency, µM (doses to about 61.6 µM), for the others: at the highest dose FP activity change, negative = inhibition, most hits filed as inhibitors. AID 1768; active = well fitted inhibition curve with a large enough effect in the polarisation, with a control signal flat, not every such curve was filed as active; inconclusive = small, poorly fitted or top-dose-only effect, or effect the other way, or a change in a side signal; inactive = no such curve, though single readings can be large or run the other way; the % refers to the polarisation; also: potency is read from the fitted curve at half-maximal effect; % of control where 0% means no effect; many of its hits are not listed in these tables
Gal4-VP16 FLuc: inhibits Gal4-VP16 luciferase reporter, ROR gamma counter-screen; AID 2546; Potency, µM (highest dose often 53.6 µM), inactives show at the highest dose activity, negative = inhibition, actives largely listed as inhibitors; Drosophila S2 Gal4-VP16 UAS-luciferase, luminescence, 20 h; 310,000 compounds, 3.5% hits;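 also: Gal4-VP16 expression switched on by copper sulfate through the metallothionein promoter; potency is read from the fitted curve at half-maximal effect; % is scaled to controls: 0 for no effect and ±100 for the full control effect; nearly all actives have a fitted effect of over 50% in size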
Giardia killer: Giardia lamblia killing | Giardia lamblia trophozoite viability | activity change, % at 7.66 µM, hits read low | 340,000 compounds, 0.15% hits; in the data active = activity change below about -80%; inconclusive = between about -30% and that limit;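 also: parasites exposed to compound for two days anaerobically before the ATP read; % is scaled to controls: 0 for no effect and ±100 for the full control effect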
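Trophozoites 100 cells/well + cpd; 48 hrs, 37 deg C, anaerobic. ATPLite 1-Step added, 15-30 min RT, luminescence read (ATP-based viability).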
BRCA1 expr up: BRCA1 expression activation | MCF7-BRCA1-FFLuc reporter, luminescence, 48 h; response scale: scaled: vehicle 0%, 10 µM genistein 100% | Potency, µM (titrated, usually from 46.1 µM), without a hit: top-dose activation, usual class: activators | 380,000 compounds, 1.1% hits | AID 624202; also: potency is read from the fitted curve at half-maximal effect; nearly all actives have a fitted effect of over 80% in size; some results filed as inactive show a strong effect at the top dose
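Cells: MCF7-BRCA1-FFLuc, 2000/well. Exposure: 48 h, 37 °C, 5% CO2. Read: luminescence, 15 min post-substrate. Controls: genistein 10 microM (maximal activation), DMSO (neutral).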
FLuc counter: firefly luciferase modulation, counter-screen for miR-21 project; purified FLuc, Km substrates, luminescence inhibition; Potency, µM (highest dose often 57.5 µM), inactives show top-dose activity change, negative = inhibition, most hits filed as inhibitors; 360,000 compounds, 6.9% hits;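 also: potency is read from the fitted curve at half-maximal effect; plate controls were vehicle for no effect and reference inhibitor for full effect; nearly all actives have a fitted effect of over 55% in size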
Target sequence (P08659 whole entry, looked up): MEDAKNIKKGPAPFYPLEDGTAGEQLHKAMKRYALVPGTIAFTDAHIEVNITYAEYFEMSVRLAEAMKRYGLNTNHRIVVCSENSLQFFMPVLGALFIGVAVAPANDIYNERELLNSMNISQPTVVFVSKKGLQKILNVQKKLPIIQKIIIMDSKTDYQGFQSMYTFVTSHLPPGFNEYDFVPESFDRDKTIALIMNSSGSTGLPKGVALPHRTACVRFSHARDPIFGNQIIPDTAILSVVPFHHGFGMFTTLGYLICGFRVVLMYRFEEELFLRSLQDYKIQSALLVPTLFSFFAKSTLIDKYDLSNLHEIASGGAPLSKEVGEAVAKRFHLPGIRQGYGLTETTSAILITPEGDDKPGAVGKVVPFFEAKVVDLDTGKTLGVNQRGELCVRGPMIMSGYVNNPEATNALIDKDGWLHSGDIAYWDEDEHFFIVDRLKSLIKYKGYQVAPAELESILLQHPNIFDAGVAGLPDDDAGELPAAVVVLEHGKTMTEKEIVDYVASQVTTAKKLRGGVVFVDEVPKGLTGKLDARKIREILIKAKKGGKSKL
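Purified P. pyralis luciferase (10nM final) with 10uM D-luciferin and 10uM ATP (Km levels) in 50mM Tris acetate pH 7.5, 10mM Mg acetate, 0.01% Tween-20, 0.05% BSA; qHTS 6-point titration, ~60 µM downward; luminescence read.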
ELG1 genotoxic: induces genotoxicity in HEK293T cells with luciferase-tagged ELG1. HEK293T ELG1-luciferase reporter, luminescence, 16 h. Potency, µM (series often up to 46 µM), without a hit: at the top dose activity change, positive = activation, hits mostly activators. 330,000 compounds, 1.3% hits; also: potency is read from the fitted curve at half-maximal effect; % of control where 0% means no effect; nearly all actives have a fitted effect of over 60% in size
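Cells (2,000/well) expressing the ELG1-luciferase fusion are dosed by pin tool and kept 16 hr at 37 °C, 5% CO2. Signal comes from ONE-Glo luciferase reagent after 30 min at room temperature.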
NPC1 prom act: activators of NPC1 promoter | Potency, µM (top dose mostly 9.22 µM), inactives show at the highest dose activation, most hits filed as activators | AID 485313 | Huh7 NPC1 promoter luciferase reporter, 24 h | 320,000 compounds, 2.4% hits;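 also: potency is read from the fitted curve at half-maximal effect; % of control where 0% means no effect; nearly all actives have a fitted effect of over 60% in size; reporter is driven by a mutant NPC1 promoter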
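Luminescence from an NPC1 promoter-driven luciferase reporter in stably transfected Huh7 cells was measured after 24 h compound treatment at 37 °C, followed by 10 min ambient incubation with luciferase detection reagent.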
p53 reactivator: restores transcriptional activity of mutant p53. H1299 p53-A138V BP100-luciferase reporter, luminescence, 24 h. Potency, µM (top dose mostly 92.2 µM), for inactives: at the top dose activity change, positive = activation, usual class: activators. 320,000 compounds, 0.063% hits. AID 504706; also: potency is read from the fitted curve at half-maximal effect; % of control where 0% means no effect; nearly all actives have a fitted effect of over 45% in size
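p53-null H1299 cells stably carrying temperature-sensitive p53-A138V and a BP100-luciferase reporter were pinned with compounds (4-point, 1:5 series) and held 24 hrs at 37 deg C. Luminescence was read 10 min after detection reagent.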
PKM2 activator: activators of human pyruvate kinase M2. Potency, µM (titrated, usually from 57.5 µM), for the others: at the top dose activation, actives largely listed as activators. purified PKM2, Kinase-Glo ATP luminescence, activation; response scale: 0% is enzyme alone, no compound. 260,000 compounds, 0.34% hits. P14618. AID 1631; also: potency is read from the fitted curve at half-maximal effect; % is scaled to controls: 0 for no effect and ±100 for the full control effect; nearly all actives have a fitted effect of over 55% in size
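hPK-M2, >95% pure; 0.1 mM ADP / 0.5 mM PEP final; imidazole pH7.2 buffer w/ 7 mM MgCl2, 50 mM KCl; 1 h RT; Kinase-Glo lum. Intermediate enzyme activity for dual inhibitor/activator qHTS.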
RORg inh: inhibitors of mouse ROR gamma transcriptional activity; Potency, µM (series often up to 53.6 µM), for the others: at the top dose activity change, negative = inhibition, usual class: inhibitors; P51450; 310,000 compounds, 5.4% hits; Drosophila S2 Gal4-RORgamma UAS-luciferase reporter, 20 h; also: potency is read from the fitted curve at half-maximal effect; % is scaled to controls: 0 for no effect and ±100 for the full control effect; nearly all actives have a fitted effect of over 60% in size
Target sequence (P51450 whole entry, looked up, the tested form may be a part): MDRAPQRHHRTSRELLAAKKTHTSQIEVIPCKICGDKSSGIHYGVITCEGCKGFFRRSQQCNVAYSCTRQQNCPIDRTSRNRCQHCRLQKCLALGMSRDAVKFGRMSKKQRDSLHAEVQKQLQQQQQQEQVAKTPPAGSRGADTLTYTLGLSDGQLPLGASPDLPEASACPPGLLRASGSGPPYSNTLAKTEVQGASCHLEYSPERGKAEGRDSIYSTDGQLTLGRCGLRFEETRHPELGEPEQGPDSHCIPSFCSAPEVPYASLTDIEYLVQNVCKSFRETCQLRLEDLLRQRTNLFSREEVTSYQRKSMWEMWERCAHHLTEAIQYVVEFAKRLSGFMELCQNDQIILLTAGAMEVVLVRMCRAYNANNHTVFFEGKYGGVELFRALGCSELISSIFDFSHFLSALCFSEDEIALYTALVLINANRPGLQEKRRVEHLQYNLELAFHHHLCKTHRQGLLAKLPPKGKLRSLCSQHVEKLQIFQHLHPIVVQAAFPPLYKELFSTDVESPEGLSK
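Schneider cells (Drosophila), stable Gal4 DBD–ROR gamma + UAS-luc; 1 hr cmpd preincubation; Cu2+ induction 700 uM final; 20 hr ambient; luminescence.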
Active calls of the source: *; ? = inconclusive; nt = not tested or not shown; [ ] = remark or other dose. Unless noted, calls follow the shape of the dose curve; as a rule, active = well fitted curve in the direction sought with a large enough effect; inconclusive = small, poorly fitted or top-dose-only effect, or another doubt; inactive = no such curve, though single readings can be large; an effect the other way counts as inactive or inconclusive. Some of the compounds tested; the hit share may differ from the screen's.

SMILES | Rab9 promoter act | Menin MLL FP TR | Gal4-VP16 FLuc | Giardia killer | BRCA1 expr up | FLuc counter | ELG1 genotoxic | NPC1 prom act | p53 reactivator | PKM2 activator | RORg inh
COCCNC(=O)CN(C(=O)c1ccc(N2CCCC2)nc1)c1ccc(Cl)cc1 | -4% | -20% | 6% | -11 | -3% | -2% | -2% | 9% | -55%[inhibitor] | 2%[11.5 µM] | 17%
Cn1c(C(=O)NCc2cccnc2)cc2sc(Cl)cc21 | 4% | 8% | 10% | 4 | -22% | ? | 0% | -7% | -6% | ? | 31%
COc1ccccc1-c1c(C)nn2c(N3CCC4(CC3)OCCO4)cc(C)nc12 | -10% | -13% | nt | 8 | -44% | -2% | -6% | -6% | -7% | -8% | -17%[0.365 µM]
Cc1ccccc1CN1C(=O)c2ccccc2S(=O)c2ccc(C(=O)NCCCN3CCOCC3)cc21 (configuration not stated) | -7% | -14% | -10% | -3 | 17% | 1% | 3% | 1% | -5% | 0% | -6%
CCOC(=O)C1CCN(S(=O)(=O)c2cc3c(cc2C)NC(=O)CO3)CC1 | -7% | ? | 1% | -15 | -9% | -3% | -2% | 8% | -6% | 15% | -3%
Cc1cc(=O)oc(C)c1C(=O)NCCCN1CCN(c2ccccc2F)CC1 | -7% | -17% | -5%[0.365 µM] | 0 | -2% | 3% | 6% | 1% | -4% | -18% | 33%
CC1(c2ccccc2)NC(=O)N(CC(=O)Nc2ccccc2C(=O)NC2CC2)C1=O (configuration not stated) | 9% | nt | -8% | 8 | -8% | 5% | -1% | -6% | -7% | -16% | -8%
OCC[C@@H]1C[C@@H](O)[C@H](O)[C@@]2(OCc3ccccc32)O1 | 0% | 17% | 1% | -26 | -1% | -2% | 1% | -9% | nt | -3% | 6%
COc1cc2c3nnc(-c4ccccc4)c-3cn(Cc3ccccc3F)c2cc1OC | -6% | 13µM* | ? | 3 | 1% | 12% | -6% | 0% | 4% | 11% | 8.9µM*
CN1CCC(N(C)C(=O)/C(C#N)=C/c2ccc(OC(F)F)cc2)CC1 | 0% | nt | 8% | -19 | 5% | 0% | -4% | 3% | 0% | -4% | 3%
O=C(CNC(=O)c1ccccc1)NCC(=O)OCC(=O)c1ccccc1Cl | 0% | -4% | nt | 1 | -1% | -1% | 0% | 3% | nt | 2% | nt
Oc1ccccc1NCC(O)Cn1ccc2ccccc21 (configuration not stated) | 2% | ? | 0% | -15 | 7% | ? | ? | 1% | 3% | -1% | 9%
O=C(CNC(=O)c1ccco1)OCC(=O)c1ccc(Cl)cc1 | 13% | 3% | -7% | 2 | -8% | 7% | 2% | -2% | 0% | 7% | -8%
CCCN1Cc2cccc(C(=O)Nc3ccc(CC)cc3)c2C1=O | 0% | 6% | -6% | 11 | 66% | 2.7µM* | 0% | 0% | 0% | 0% | -12%
CCCC(=O)Nc1sc(C)c(C)c1C(=O)Nc1cccc(C)c1 | -1% | -25% | -4% | 1 | 15% | -14% | 0% | -2% | -2% | 1% | 7%
CCN1C(=O)/C(=c2\sc3nc(=O)c(Cc4ccccc4)nn3c2=O)c2ccccc21 | 1% | nt | -10% | -8 | -15% | 1% | -2% | -3% | 3% | 1% | ?
Cc1ccc(N2C(=O)N(CC(=O)Nc3cc(F)ccc3C)C(=O)C2C)cc1 (configuration not stated) | -1% | nt | nt | 22 | -13% | -1% | -2% | -2% | -3% | nt | nt
COc1ccc(-n2nc(C(=O)NCC(=O)N3CCN(c4ccccc4OC)CC3)c3ccccc3c2=O)cc1OC | 17% | nt | -2% | -7 | 26% | 3.8µM* | -5% | 14% | -2% | nt | -1%
Cc1ccccc1NC(=O)NCCc1nc2ccccc2[nH]1 | 4% | -2% | 12% | 11 | 15% | -2% | 1% | -5% | 5% | 4% | 25%
COC(=O)c1sccc1NC(=O)c1cc(-c2ccc(C)cc2C)nc2ccccc12 | 0% | 3% | 3% | -6 | -66% | -2% | -4% | -1% | -1% | 1% | -13%
Cc1ccc(C2CC(c3cccs3)=NN2C(=O)CSc2nc3ccccc3o2)cc1 (configuration not stated) | -7% | -8% | -27% | -9 | -13% | 2% | -7% | 1% | 6% | 0% | -12%
CN1C(=O)C(C)(C)c2cc(S(=O)(=O)N3CCN(c4ccccc4)CC3)ccc21 | -4% | -11% | 2% | -12 | -3% | -2% | -1% | -1% | -7% | -11% | ?
COc1ccc(C(C(=O)NC2CCCC2)N(C(=O)c2csnn2)C2CCCC2)cc1 (configuration not stated) | -5% | -15% | -11% | -9 | -48% | 3% | -3% | 1% | -1% | 0% | -20%
COc1ccc(CN(Cc2ccc(OC)cc2)C(=O)c2cccs2)cc1 | 5% | nt | 1% | -3 | 11% | 3% | -3% | -2% | 2% | 27% | 13%
CCOc1cc(NC(=S)NC)c(OCC)cc1NC(=O)c1ccc(OC)cc1 | -12% | 5% | ? | 1 | -27% | 1% | 0% | -7% | -4% | -2% | 10µM*
COc1ccc(NC2CC(=O)N(c3ccccc3)C2=O)cc1 (configuration not stated) | -6% | 2% | 14% | -17 | 88% | -17% | ? | -1% | 10% | -12% | ?
COc1c(C(=O)NC(=S)Nc2nnn(C)n2)cc2ccccc2c1Br | -2% | -30% | 4µM* | -6 | -10% | -1% | 1% | 6% | -9% | 0% | 2.5µM*
COC(CNC(=O)c1ccc2c(c1)ncn2-c1ccc(C)cc1C)OC | -10% | -8% | -1% | 6 | 4% | -1% | 0% | 2% | -6% | nt | 14%
CCn1c2ccccc2c2nnc(SCCCn3c(=O)[nH]c4ccccc43)nc21 | -3% | 0% | ? | 12 | -61% | -7% | -30%[inhibitor] | 4% | 0% | ? | 5%
O=C(CCS(=O)(=O)c1ccc(Cl)cc1)Nc1nccs1 | -1% | nt | nt | 1 | -47% | -12% | -1% | 1% | ? | nt | nt
COc1cc2c(C(=O)N3CCN(Cc4ccc5c(c4)OCO5)CC3)cn(C)c(=O)c2cc1OC | -15% | -27% | -8% | 4 | -42% | -14% | 0% | -1% | -3% | -5% | -25%
O=S1(=O)CC/C(=N\Nc2ccc(F)cc2)c2ccsc21 | 7% | ? | 7% | -6 | -30% | ? | -2% | -2% | -2% | -3% | ?
COc1cccc(C2c3[nH]c4ccccc4c3C[C@H]3C(=O)N(CCCCCO)CC(=O)N23)c1 (some centres not stated) | 1% | 9% | 4% | 2 | -1% | 3% | -6% | -6% | 0% | nt | 0%
CCOC(=O)c1c(C)n(CCNC(C)=O)c2ccc(O)cc12 | -4% | -8% | 0% | 2 | -1% | 1% | 0% | 3% | -2% | 0% | 16%
O=C1NC(=Nc2ccccc2)S/C1=C\C=C\c1ccco1 | 21% | -2% | -21% | 5 | -20% | 19µM* | ? | 11% | ? | 4% | 19%
COc1ccc(CNC(=O)c2cnc3scc(C)n3c2=O)cc1 | -4% | -21% | -19% | -11 | 0% | 0% | -2% | 2% | -11% | -2% | 6%
CCCn1nc(NS(=O)(=O)c2cccc3nonc23)c2cc3ccccc3nc21 | 0% | ? | -8% | -7 | -10% | ? | -2% | 3% | -5% | 3% | 0%
O=C(CCc1n[nH]c(=O)[nH]c1=O)N1CCCCC1 | -4% | -1% | 4% | 20 | -3% | -1% | -8% | 5% | -9% | -4% | -5%
O=C(c1ccc(S(=O)(=O)Cc2cc(F)ccc2F)c([N+](=O)[O-])c1)N1CCCC1 | 3% | -7% | ? | 23 | -26% | 5% | -1% | -2% | -11% | 0% | -39%
O=C(NC(NC1CCS(=O)(=O)C1)C(=O)c1cccs1)c1ccccc1 (configuration not stated) | -2% | 7% | 6% | -5 | 1% | -2% | 4% | -3% | 10% | 1% | 1%
CC1CN(C(=O)c2ccc(COc3ccc4ccccc4c3)o2)CC(C)O1 (configuration not stated) | ? | ? | -23% | 29 | ? | 17µM* | 11% | 22% | -1% | 1% | ?
COc1ccc(NS(=O)(=O)c2cc(NC(=O)c3cnccn3)ccc2OC)cc1Br | -1% | ? | 10% | -22 | -17% | -7% | -5% | -5% | -2% | 16% | -26%
O=C(CCN1CCC(c2cccs2)=N1)c1cccs1 | 7% | nt | ? | 3 | 49% | ? | 10% | 12% | 9% | -6% | ?
Cc1ccc(O)c(C(=O)c2cnc3onc(-c4ccc(F)cc4)c3c2)c1 | -3% | 1% | 1% | -7 | -18% | 2% | 0% | -5% | 11% | 3% | 33%
